TEAD-YAP inh: TEAD-YAP interaction inhibition; HEK-TIYL cells, TEAD-Gal4/YAP UAS-luciferase luminescence; 640,000 compounds, 1.4% hits; AID 1259422; inhibition, % at 9.12 µM; in the data active = inhibition above about 32%;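 also: 0% = median of test compound wells and 100% = reference inhibitor wells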
FBW7 act: human FBW7 E3 ligase activation, primary screen; AlphaScreen FBW7–phospho-cyclin E peptide binding, activator screen; Q969H0; 650,000 compounds, 0.13% hits; AID 1259310; normalized activity (activation), % at 26.1 µM; in the data active = normalized activity above about 1.9%;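 also: purified mutant Fbw7 with reduced substrate affinity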
MITF primary: human MITF inhibition, primary screen; inhibition, % at 2.6 µM; O75030; 650,000 compounds, 0.91% hits; AlphaScreen MITF homodimerization, bead proximity signal; in the data active = inhibition above about 50%;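 also: 0% = vehicle wells with protein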
Target sequence (O75030 whole entry, looked up): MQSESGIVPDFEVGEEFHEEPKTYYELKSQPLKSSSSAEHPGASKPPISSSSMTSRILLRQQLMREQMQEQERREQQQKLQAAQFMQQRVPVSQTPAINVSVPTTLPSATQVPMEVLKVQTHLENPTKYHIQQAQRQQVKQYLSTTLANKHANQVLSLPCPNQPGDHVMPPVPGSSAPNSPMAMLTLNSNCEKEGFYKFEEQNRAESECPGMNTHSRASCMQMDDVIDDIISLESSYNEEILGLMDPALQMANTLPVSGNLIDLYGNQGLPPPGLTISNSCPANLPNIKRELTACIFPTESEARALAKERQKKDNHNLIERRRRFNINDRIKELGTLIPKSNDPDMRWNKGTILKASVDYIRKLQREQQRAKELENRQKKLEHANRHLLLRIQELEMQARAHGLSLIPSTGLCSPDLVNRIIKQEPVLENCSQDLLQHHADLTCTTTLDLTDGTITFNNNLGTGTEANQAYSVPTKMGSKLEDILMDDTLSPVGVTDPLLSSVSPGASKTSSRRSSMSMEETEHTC
GPR151 ag: activates the human receptor GPR151 | 650,000 compounds, 1% hits | activation, % at 11.2 µM | AID 1508602 | PathHunter beta-arrestin GPR151 cells, luminescence | Q8TDV0; in the data active = activation above about 4.9%;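 also: 0% = median of compound wells and 100% = cells with positive control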
Target sequence (Q8TDV0 whole entry, looked up): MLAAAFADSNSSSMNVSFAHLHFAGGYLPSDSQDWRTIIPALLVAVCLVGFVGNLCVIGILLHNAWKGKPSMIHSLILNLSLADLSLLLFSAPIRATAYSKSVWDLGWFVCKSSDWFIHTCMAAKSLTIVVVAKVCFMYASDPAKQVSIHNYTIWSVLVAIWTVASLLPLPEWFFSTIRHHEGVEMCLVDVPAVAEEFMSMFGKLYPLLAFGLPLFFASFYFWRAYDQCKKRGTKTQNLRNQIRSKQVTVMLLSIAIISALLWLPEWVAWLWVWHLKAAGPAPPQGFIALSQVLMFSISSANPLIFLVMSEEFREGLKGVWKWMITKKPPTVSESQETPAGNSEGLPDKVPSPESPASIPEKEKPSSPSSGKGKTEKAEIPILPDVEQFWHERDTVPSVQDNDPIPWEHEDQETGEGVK
The depositor's hits bear a star; nt = no result given.

SMILES	TEAD-YAP inh	FBW7 act	MITF primary	GPR151 ag
O=C(O)c1ccc(/C=N/Nc2ccc(S(=O)(=O)N3CCCC3)cc2[N+](=O)[O-])cc1	-8.7	-0.1	-1.9	-0.9
CC(C)NC(=O)CCc1nnc(-c2ccccc2)o1	-10.6	0.1	15.3	-0.4
COc1ccc(CNC(=O)C2CCCC2)cc1	5.6	-0.1	-7.7	-1.6
CCOc1ccc(C(=O)N2CCC3(CC2)CC(=O)c2ccccc2O3)cc1OCC	6.4	0.9	7.6	-0.5
COCCCn1c(C)cc(C(=O)CSc2n[nH]c(N)n2)c1C	-17.9	-0.2	-7.2	-1.3
CCCNC(=O)C1CCCN(c2nnc(N3CCCC3=O)s2)C1 (stereo not drawn)	2.7	-0.1	2.7	0.5
O=C(COc1ccccc1Cl)NNC(=O)CSc1ccc2ccccc2c1	10.3	-0.1	2.8	0.8
CCN(CC)C(=O)C1Sc2nnc(C)n2NC1c1ccc(OC)c(Br)c1 (stereo not drawn)	5.4	-0.1	-0.3	1.2
CC(NC(=O)c1cccc([N+](=O)[O-])c1)c1ccc(I)cc1 (stereo not drawn)	1.0	-0.1	3.8	-0.1
O=C(CN1Cc2ccccc2OC(c2ccccc2)C1)N1CCCCC1c1cccnc1 (stereo not drawn)	2.8	0.0	5.2	-0.8
Cc1ccc(C2NC(=O)NC3=C2C(=O)CC(C)(C)C3)cc1 (stereo not drawn)	9.9	0.1	1.5	2.4
Cn1c(O)c(N=Nc2nc3c(c(=O)[nH]c(=O)n3C)n2CCO)c(=O)n(C)c1=O	1.6	0.0	3.6	1.7
CCOc1ccc(N=CC2=CN(Cc3ccccc3)C=C(C#N)C2)cc1	18.5	-0.2	-2.2	-1.7
O=C(N/N=C/c1ccccc1I)c1ccn[nH]1	-27.6	0.4	12.2	-3.2
NS(=O)(=O)c1ccc(NC(=O)CN2CCN(S(=O)(=O)c3cccc([N+](=O)[O-])c3)CC2)cc1	13.2	0.0	12.3	1.8
Cc1[nH]nc2nc(SCC(=O)NCc3ccco3)n(-c3ccccc3Cl)c(=N)c12	4.4	0.6	13.0	-0.6
COc1cc2nc(Oc3ccccc3)nc(Nc3cc(OC)c(OC)c(OC)c3)c2cc1OC	56.4*	0.2	9.8	4.9
CCOC(=O)N1CCC(NC(=O)c2ccc(CS(=O)(=O)c3ccccc3C)o2)CC1	-4.2	-0.1	0.3	-0.3
Nc1nc(SCSc2n[nH]c(N)n2)n[nH]1	-1.7	-0.2	-11.1	-1.0
COc1ccccc1CNc1ccc(C(=O)Oc2ccccc2Cl)cc1S(=O)(=O)Nc1cccc(C(F)(F)F)c1	5.8	-0.1	6.6	0.1
O=C(Cn1c(=O)c2cccn2c2ccccc21)NC1CCCc2ccccc21 (stereo not drawn)	3.9	0.0	1.2	-0.8
CCCCc1nnc2sc(NC(=O)c3cccs3)nn12	7.0	0.1	-5.5	0.5
CCC(NC(=O)c1cc(-n2cnnc2)ccc1Cl)c1ccccc1 (stereo not drawn)	-0.8	0.0	1.7	-1.2
COCC(=O)NC1CC2CCC(C1)N2C(=S)Nc1ccccc1 (stereo not drawn)	4.9	1.1	16.4	0.1
CCN(CC)CCn1c(-c2ccccc2)cn2c3ccccc3nc12	4.5	0.3	14.1	-0.2
C(=N/n1cnnc1)/c1ccc(N2CCCCC2)cc1	-2.6	0.0	-16.4	-1.3
COc1cccc(-c2cc(C(=O)NC3CC3)[nH]n2)c1	-41.4	0.0	-14.4	-0.5
CCCCC[C@H](O)CC[C@@H]1[C@@H](CCCCCCC(=O)O)[C@@H](O)C[C@H]1O	nt	nt	-4.8	2.8
COc1ccc(CCNC(=O)CCCCCn2c(SCc3ccccc3F)nc3ccsc3c2=O)cc1OC	-22.1	1.0	-4.1	-0.7
O=C(NN1C(=O)C2C3C=CC(C4CC34)C2C1=O)c1ccc(Cl)cc1Cl (stereo not drawn)	-3.1	-0.2	-5.2	-0.2
N#Cc1cc2c(nc1SCc1ccc(Cl)cc1)CCCC2	2.0	0.4	14.2	-1.2
COc1cc([N+](=O)[O-])ccc1NC(=O)/C=C/c1ccccc1	7.3	-0.3	-9.1	1.8
CCOc1ccc(C(C)=O)cc1COc1ccc(C)nc1[N+](=O)[O-]	10.4	-0.1	-1.4	0.6
COc1ccc(N2C(=O)C3C(c4ccccc4Cl)OC4(C(=O)c5ccccc5C4=O)C3C2=O)cc1 (stereo not drawn)	2.4	0.2	9.6	0.6
CC(C)(C)SCCNS(=O)(=O)c1ccc(Br)cc1	-4.4	0.0	9.4	-0.3
CCOC(=O)c1sc2nc(-c3ccc(C)cc3)cc(-c3ccco3)c2c1N	2.7	-0.1	12.8	0.2
O=C(CC1SC(=Nc2ccccc2)N(CCCCO)C1=O)Nc1ccccc1[N+](=O)[O-] (stereo not drawn)	-9.3	-0.2	3.7	3.7
CCOCCC(=O)Nc1cc(Cl)ccc1OC	-2.5	0.5	0.2	0.5
CC(=O)c1ccc(NC(=O)c2cnn3c(C(F)(F)F)cc(-c4ccc(Br)cc4)nc23)cc1	-6.2	-0.1	8.5	0.6
CCN(CC)S(=O)(=O)c1cc(C(=O)O)ccc1OC	12.9	0.1	12.9	0.3
C/C(=N/Nc1nc(-c2ccccc2)cs1)c1nonc1C	-47.1	0.8	2.0	0.2
C#CCN1C(=O)C(O)(CC(=O)c2ccc3c(c2)OCCO3)c2cc(Br)ccc21 (stereo not drawn)	-0.4	0.4	4.0	0.2
COCCN1C(=O)N[C@@H](CCc2ccccc2)C(C(C)=O)=C1C	nt	-0.1	11.8	-0.7
COC(=O)C1=CN(C(C)C)C=C(C(=O)OC)C1c1ccc(C)s1	-3.3	0.1	-0.2	0.1
O=C1N[C@@H](COCc2ccccc2)C(=O)N2CCN(Cc3cccc(F)c3)C[C@H]12	-6.6	-0.1	7.5	-0.7
Cc1cc2cc3c(cc2cc1SCC(=O)Nc1ccc(C(=O)O)cc1)OCO3	1.2	0.0	-7.3	0.0
c1ccc(OCCNCC2CCCO2)cc1 (stereo not drawn)	-0.6	0.3	6.3	2.8
Cc1ccc(CCNC(=O)Cn2cccc2)cc1	1.5	-0.1	11.1	0.5
CCOC(=O)c1[nH]c(C)c(CN(C(=O)c2ccccc2Cl)c2cccc(Cl)c2)c1C	1.1	0.0	9.0	-0.9
O=C(c1cccc(OC2CCN(C3CCCC3)CC2)c1)N1CCCC(CO)C1 (stereo not drawn)	-4.4	0.0	5.6	-1.0
CC(=O)c1c(C)[nH]c(C(=O)NCCCN2CCN(Cc3ccccc3)CC2)c1C	1.8	0.1	2.6	-0.1
COc1cc(C)c(C)cc1S(=O)(=O)N1CCN(c2ccc(-c3cccs3)nn2)CC1	-4.7	-0.1	6.4	2.0
CCOC(=O)N1CCN(S(=O)(=O)c2cc(C(C)C)c(C)cc2OCC)CC1	9.9	0.0	8.4	-0.7
CC(C)C12CN3CC(C(C)C)(CN(C1)C3c1cccc([N+](=O)[O-])c1)C2O (stereo not drawn)	1.2	-0.1	2.9	-0.8
CCOCC(=O)Nc1nc(CC(=O)OCC)cs1	1.9	0.8	-2.0	0.3
COc1cc2nc(NCc3cccnc3)nc(NCCc3ccc(O)cc3)c2cc1OC	-3.3	-0.2	-7.4	-1.3
O=C1/C(=C/c2c(Cl)nc3ccccn3c2=O)SC(=S)N1Cc1ccccc1	-1.5	-0.1	2.6	0.1
N#C/C(=C/c1cccs1)C(=O)Nc1ccc([N+](=O)[O-])cc1	3.2	-0.1	5.1	-1.2
Cc1cc(C)n(-c2ccc(CC#N)cc2)n1	4.8	0.2	12.1	-0.5
Cc1cc(C(=O)N(CCCN(C)C)c2nc3c(C)cccc3s2)on1	-5.3	1.1	13.0	0.5
New compounds follow:
SMILES	TEAD-YAP inh	FBW7 act	MITF primary	GPR151 ag
CC(=C/C(=O)O)/C=C/c1ccc2ccccc2c1	-28.2	0.5	14.4	-6.1
Cc1ccc(OCC(=O)Nc2ccc3oc(-c4cncc(Br)c4)nc3c2)cc1	3.2	-0.1	-1.6	-0.5
CS(=O)(=O)N(C(=O)NC(=O)Nn1cnnc1)C1CCCCC1	2.1	-0.1	1.2	-0.2
C=CCOC(=O)c1[nH]c2c(c1C)C(=O)CC(c1cccs1)C2 (stereo not drawn)	48.8*	0.1	-8.6	1.3
O=C(CN1N=C(c2ccccc2)Cn2c(cc3sccc32)C1=O)NCCN1CCCCC1	-6.4	0.0	-10.7	-0.9
COc1cccc(C2=N/C(=C\c3ccccc3OC)C(=O)N2c2ccc(C)cc2C)c1	-4.1	1.2	-14.2	0.8
COC(=O)c1ccccc1NC(=O)c1ccc(C)c(Br)c1	12.6	-0.2	5.4	0.3
COCCn1nnnc1C(c1cc2cc(OC)ccc2[nH]c1=O)N1CCN(C)CC1 (stereo not drawn)	0.1	0.0	-9.4	1.9
Cc1nnc2n1C(C)(C)Cc1ccccc1-2	-1.1	0.0	-4.2	0.9
O=C1S/C(=C\c2ccccc2)C(=O)N1CC(O)COc1ccc(Cl)cc1 (stereo not drawn)	2.7	-0.1	-1.3	1.7
N#Cc1ccc(-c2cccs2)nc1SCC(=O)c1ccc(Cl)cc1Cl	-4.0	0.0	-0.1	-1.4
CN(C)CCNCCOCCOc1ccccc1[N+](=O)[O-]	8.7	-0.1	3.9	0.1
CC1=CN2C(=N)/C(=C/c3ccc(OCc4ccc5c(c4)OCO5)cc3)C(=O)N=C2S1	-24.4	0.6	10.7	-5.9
CCn1cc(S(=O)(=O)CC(=O)Nc2cc(C)on2)c2ccccc21	6.2	0.3	7.5	0.0
O=c1c2ccccc2ncn1CCOc1ccc(Cl)cc1	-56.0	-0.1	-10.5	-1.2
O=c1cc(-c2ccccc2)nc(N2CCOCC2)[nH]1	2.2	0.1	-5.7	-1.5
Cc1nc(SCC(=O)NC2CCCC(C)C2C)nc(C)c1C (stereo not drawn)	-6.6	0.8	9.1	0.4
Cc1ccc(NC(=O)CSC(N)=O)cc1Cl	6.8	-0.1	-3.7	1.1
CCOc1ccc2c(C)c(Cc3ccccc3)c(=O)oc2c1	17.4	0.1	8.7	-1.9
COc1cc(C2NC(=O)NC(C)=C2C(=O)OCC(C)C)cc([N+](=O)[O-])c1O (stereo not drawn)	9.8	-0.2	-0.6	-0.1
CC1CN(C(=S)NC(=O)C23CC4CC(CC(C4)C2)C3)CC(C)O1 (stereo not drawn)	0.3	-0.1	-2.0	-0.8
COc1ccccc1N1CCN(C(=O)Cn2cnc3sc(C)cc3c2=O)CC1	9.5	0.1	-3.9	-0.2
CC1=CC(C)(C)N(C(=O)CN2CCOCC2)c2ccc(C(c3ccccc3)(c3ccccc3)c3ccccc3)cc21	-6.6	0.2	6.3	0.2
Cc1cccc2cc(C#N)c(SCC(=O)Nc3c[nH]c(=O)[nH]c3=O)nc12	-2.8	0.1	6.4	0.7
O=Cc1ccc(O)c(CN2CCCCC2)c1	-2.0	-0.2	6.8	-0.3
O=C(N/N=C/c1ccc(Br)cc1)c1cc[n+]([O-])cc1	4.5	-0.1	16.2	0.0
O=C(c1ccc(Cl)cc1Cl)N1CCN(Cc2ccccc2)CC1	4.0	0.0	6.5	0.5
c1cc2c(cc1CN1CCOCC1)OCO2	11.6	0.0	16.8	0.7
Cc1ccc(C)c(NC(=O)CSc2nnc(CNC(=O)c3ccc(S(=O)(=O)N4CCOCC4)cc3)n2-c2ccc(F)cc2)c1	6.7	-0.1	-1.9	1.0
CCC1Nc2ccc(C)cc2C(Nc2ccc(C)cc2)C1C (stereo not drawn)	-1.5	0.0	-6.1	2.1
O=C(c1cc2ccccc2o1)N1CCN(c2ccc([N+](=O)[O-])c(NCc3ccco3)c2)CC1	10.3	0.1	14.3	-1.3
CC(=O)OC[C@H]1O[C@H](C#Cc2ccccc2Cl)C=C[C@@H]1OC(C)=O	nt	-0.1	-4.3	2.8
COc1cc(CN2CCN3CCCC3C2C)cc(OC)c1OC (stereo not drawn)	3.4	0.8	13.0	-1.2
O=C1CCCN2N=C(SCc3ccc(Br)cc3)SC2=N1	-22.1	0.0	12.5	2.1
CC(C)COc1ccc(N2CC(C(N)=O)CC2=O)cc1 (stereo not drawn)	4.2	-0.1	-2.6	-0.1

Part of the list above in order of formula weight, low to high.
SMILES	TEAD-YAP inh	FBW7 act	MITF primary	GPR151 ag
O=Cc1ccc(O)c(CN2CCCCC2)c1	-2.0	-0.2	6.8	-0.3
c1cc2c(cc1CN1CCOCC1)OCO2	11.6	0.0	16.8	0.7
CC(C)COc1ccc(N2CC(C(N)=O)CC2=O)cc1 (stereo not drawn)	4.2	-0.1	-2.6	-0.1
CCC1Nc2ccc(C)cc2C(Nc2ccc(C)cc2)C1C (stereo not drawn)	-1.5	0.0	-6.1	2.1
O=C(N/N=C/c1ccc(Br)cc1)c1cc[n+]([O-])cc1	4.5	-0.1	16.2	0.0
O=C(c1ccc(Cl)cc1Cl)N1CCN(Cc2ccccc2)CC1	4.0	0.0	6.5	0.5
Cc1cccc2cc(C#N)c(SCC(=O)Nc3c[nH]c(=O)[nH]c3=O)nc12	-2.8	0.1	6.4	0.7
O=C1CCCN2N=C(SCc3ccc(Br)cc3)SC2=N1	-22.1	0.0	12.5	2.1
COc1ccccc1N1CCN(C(=O)Cn2cnc3sc(C)cc3c2=O)CC1	9.5	0.1	-3.9	-0.2
O=C(c1cc2ccccc2o1)N1CCN(c2ccc([N+](=O)[O-])c(NCc3ccco3)c2)CC1	10.3	0.1	14.3	-1.3
CC1=CC(C)(C)N(C(=O)CN2CCOCC2)c2ccc(C(c3ccccc3)(c3ccccc3)c3ccccc3)cc21	-6.6	0.2	6.3	0.2
Cc1ccc(C)c(NC(=O)CSc2nnc(CNC(=O)c3ccc(S(=O)(=O)N4CCOCC4)cc3)n2-c2ccc(F)cc2)c1	6.7	-0.1	-1.9	1.0

Screening data as filed in PubChem.
